# Screening data as filed in PubChem.
# EBI2 block: blocks human EBI2 receptor beta-arrestin signaling | P32249 | EBI2 beta-arrestin recruitment, luminescence, 7a,25-OHC stimulated | inhibition, % at 5 µM | 0.81% of 360,000 active | AID 651636; in the data active = inhibition above about 38%;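 note: enzyme fragment complementation signal reports receptor beta-arrestin coupling in cells; 0% = agonist plus DMSO wells and 100% = wells without agonist; some results beyond the cut were filed as inactive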
# Target sequence (P32249 whole entry, looked up, the tested form may be a part): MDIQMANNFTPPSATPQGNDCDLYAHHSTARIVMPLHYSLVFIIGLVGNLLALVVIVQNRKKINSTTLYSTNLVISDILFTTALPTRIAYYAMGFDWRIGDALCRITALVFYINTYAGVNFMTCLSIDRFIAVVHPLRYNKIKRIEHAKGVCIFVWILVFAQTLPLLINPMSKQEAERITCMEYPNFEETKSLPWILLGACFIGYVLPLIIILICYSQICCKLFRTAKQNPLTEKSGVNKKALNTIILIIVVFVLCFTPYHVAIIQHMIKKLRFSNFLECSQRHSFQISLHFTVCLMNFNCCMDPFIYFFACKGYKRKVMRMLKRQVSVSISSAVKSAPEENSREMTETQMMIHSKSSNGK
# MPTP inh: blocks calcium-induced mitochondrial swelling; isolated mouse mitochondria, Ca2+ swelling absorbance, 30 min; inhibition, % at 10 µM; 1.4% of 360,000 active; AID 602449;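 active = inhibition of 50% or more, scaled per plate between neutral and stimulator controls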;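 note: 0% = DMSO wells given calcium and 100% = 1 mM EGTA wells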
# The depositor's hits bear a star.
MPTP inh,EBI2 block,canonical_smiles
4.3,-4,COc1ccc(O)cc1CN1CCN(c2ncc(Cc3ccccc3)cn2)CC1
0.7,22,CCCCCCCCN1C(=O)[C@H](CC(=O)NCc2cccc(C(F)(F)F)c2)C[C@@]2(C(=O)OC)CC(C)(C)CC=C12
-1.5,2,COC(=O)C[C@H]1C=C[C@H](NC(=O)c2ccccn2)[C@@H](CO)O1
5.7,6,O=C(NC1CCCCC1)C(CCc1ccccc1)n1c(=O)c(-c2ccccc2)nc2ccccc21 (stereo not drawn)
-0.4,-1,CN(C)Cc1cn(CC[C@@H]2CC[C@@H](NC(=O)Nc3ccccc3F)[C@@H](CO)O2)nn1
0.3,2,O=C(Nc1ccc(F)cc1)N[C@@H]1CC[C@@H](CCn2cc(-c3ccc(F)cc3)nn2)O[C@@H]1CO
0.7,-16,Cc1cccc(C)c1NC(=O)C(C)n1c(-c2ccc(=O)[nH]c2)nc2ccccc21 (stereo not drawn)
-2.0,4,COC(=O)C[C@H]1CC[C@H](NC(=O)Nc2ccccc2)[C@@H](CO)O1
2.6,12,N#Cc1ccc(C(C(=O)NC2CCCCC2)n2c(=O)c(-c3cc4ccccc4[nH]3)nc3ccccc32)cc1 (stereo not drawn)
0.2,1,COc1ccc(C(C(=O)Nc2c(C)cccc2C)N2CCN(c3ccc(C)cc3)CC2)cc1 (stereo not drawn)
-1.5,14,CC(=O)C1=CCC(c2ccccc2)N(Cc2ccccc2)C1 (stereo not drawn)
-0.7,4,O=C(Nc1ccc(F)cc1)C(c1cccc(F)c1)N1CCN(CC(=O)N2CCCC2)CC1 (stereo not drawn)
0.2,5,CCCCNC(=O)C[C@@H]1C[C@@]2(C(=O)OCC)CCCC=C2N(Cc2ccccc2)C1=O
1.7,8,N#Cc1cccnc1N1CCN(C(C(=O)NC2CCCC2)c2ccc(F)cc2)CC1 (stereo not drawn)
1.9,7,C=CCn1nc(C(=O)Nc2ccc(OC)cc2)cc1-c1sc(NC(=O)c2ccccc2)nc1C
0.0,-4,CC1(C(=O)Nc2ccc3c(c2)OCCO3)CSCC(=O)N1CCCN1CCOCC1 (stereo not drawn)
-0.5,-1,COc1ccc(CN2C(=O)CSCC2(C)C(=O)NCc2ccccc2)cc1OC (stereo not drawn)
-0.9,8,CCCCCNC(=O)C(C1CC1)n1c(=O)c(-c2ccccc2)nc2ccccc21 (stereo not drawn)
-0.1,-2,COC(=O)C1=CN(c2ccc(N3CCOCC3)cc2)C(N)=C(C#N)C1c1cccc(F)c1 (stereo not drawn)
5.7,-5,CC(C)(C)OC(=O)C(Oc1ccccc1[N+](=O)[O-])C(=O)OC(C)(C)C

# Other results:
MPTP inh,EBI2 block,canonical_smiles
24,36,CCC(CC)C(C(=O)NCc1ccccc1)N(C)Cc1ccc(Cl)c(Cl)c1 (stereo not drawn)
1.5,7,CCCCNC(=O)C(NC(=O)c1ccc2c(c1)OCO2)C(=O)c1ccccc1 (stereo not drawn)
5.7,0,CCC(C(=O)NCc1ccccc1)n1c(C2CCN(C(C)=O)CC2)nc2ccccc21 (stereo not drawn)
3.4,-7,Cc1cc2c(cc1C)-c1nnnn1C(N1CCCC1)C(=O)N2 (stereo not drawn)
11,-1,CCCCNC(=O)C(NC(=O)c1cccs1)C(=O)c1ccccc1 (stereo not drawn)
-0.7,5,COc1cc2c(cc1OC)/C(=C/C(=O)OCc1ccccc1)OC2
2.6,30,CCOc1ccccc1CN1[C@@H](c2ccc(OC)cc2)CC(C(=O)OC)(C(=O)OC)[C@H]1c1ccccc1
1.0,-12,COc1ccc(CNC(=O)C[C@@H]2CC[C@@H](NS(=O)(=O)c3cccc(OC)c3)[C@@H](CO)O2)cc1
-1.9,-1,COc1ccc(C(C(=O)NC2CCCCC2)n2c(=O)c(-c3ccco3)nc3ccccc32)cc1 (stereo not drawn)
-2.2,-4,Cc1cnc(C(=O)Nc2c(-c3ccccc3)[nH][nH]c2=O)cn1
4.1,16,N#Cc1cccc(C(=O)C(=O)N2CCN(C(=O)OCc3ccccc3)CC2)c1
7.3,14,COc1ccccc1-c1ncn(Cc2cccc(-c3ccccc3)c2)c1-c1cc(C)cc(C)c1
-1.1,12,CCCCCCCCN1C(=O)[C@H](CC(=O)NCc2cccc3ccccc23)C[C@@]2(C(=O)OCC)CCC=C12
1.4,15,Cc1ccc(S(=O)(=O)N2CC3C(=O)C[C@@H](c4ccccc4)N(S(=O)(=O)c4ccccc4Cl)C3CC2c2ccccc2)cc1 (stereo partly drawn)
0.2,25,CCOC(=O)C1=CCN(S(=O)(=O)c2ccc(F)cc2)C1c1ccc(Cl)c(Cl)c1 (stereo not drawn)
0.4,-9,COc1ccc(S(=O)(=O)N[C@@H]2C=C[C@@H](CC(=O)N3CCc4ccccc4C3)O[C@@H]2CO)cc1
-1.1,-1,Cc1cccc(C)c1NC(=O)C1(C)CSCC(=O)N1Cc1cccc(F)c1 (stereo not drawn)
9.9,5,Cc1cccc(C)c1NC(=O)C(c1ccnc2ccccc12)n1c(=O)c(-c2ccco2)nc2ccccc21 (stereo not drawn)
0.1,-11,O=C(C[C@H]1CC[C@@H]2[C@H](COC[C@@H](O)CN2Cc2cccc(F)c2)O1)NCC1CCCCC1
1.9,21,O=C(Nc1ccc(F)cc1)C(c1ccccc1)N1CCN(c2cccc(C(F)(F)F)n2)CC1 (stereo not drawn)

# Structures listed so far that contain a CF3 group, in the order listed:
MPTP inh,EBI2 block,canonical_smiles
0.7,22,CCCCCCCCN1C(=O)[C@H](CC(=O)NCc2cccc(C(F)(F)F)c2)C[C@@]2(C(=O)OC)CC(C)(C)CC=C12
1.9,21,O=C(Nc1ccc(F)cc1)C(c1ccccc1)N1CCN(c2cccc(C(F)(F)F)n2)CC1 (stereo not drawn)

# (more compounds)
MPTP inh,EBI2 block,canonical_smiles
-0.5,-10,COC(=O)[C@]12CCCCC=C1N(CCc1ccc(OC)c(OC)c1)C(=O)[C@H](CC(=O)N1CCN(C(=O)C3CC3)CC1)C2
0.1,9,Cc1ccc(S(=O)(=O)N2[C@H](CC(=O)c3ccc(F)cc3)OC[C@@H]2C)cc1
-0.1,5,CCc1ccc(C2CC3C(CN2S(=O)(=O)c2ccc(C)cc2)[C@@H](O)C[C@@H](c2ccc(CC)cc2)N3S(=O)(=O)c2ccc(C)cc2)cc1 (stereo partly drawn)
1.9,-2,Cc1cccc(C)c1NC(=O)C1(C)CSCC(=O)N1CCc1ccccc1 (stereo not drawn)
0.8,-5,CC(C)(C)N1C(=O)c2ccccc2NC(=O)C1C(=O)Nc1ccc2c(c1)OCCO2 (stereo not drawn)
4.7,-5,Cc1cc(C)c2cc(C#N)c(NCCNC(=O)c3cccnc3)nc2c1
-2.2,22,CCCCCCCCN1C(=O)[C@H](CC(=O)NCc2ccccc2)C[C@@]2(C(=O)OC)CC(C)(C)CC=C12
0.3,6,CCCc1c(Cc2cccc(F)c2)ncn1Cc1cccc(-c2ccccc2)c1
-2.6,20,COC(=O)[C@@]12C[C@@H](CC(=O)NCCCCc3ccccc3)C(=O)N(CCc3ccc(OC)c(OC)c3)C1=CCC(C)(C)C2
3.2,10,Cc1ccc(S(=O)(=O)N2C3CCCCC3O[C@H]2CC(=O)OCc2ccccc2)cc1 (stereo partly drawn)
3.7,3,COC(=O)C1(C(=O)OC)c2ccccc2N(S(=O)(=O)c2ccc(C)cc2)C1CC(C)=O (stereo not drawn)
-1.2,2,CC(C)[C@H](NC(=O)OC(C)(C)C)c1cc(C(=O)N[C@@H](C)c2ccccc2)c(N)s1
-1.4,6,C=CCn1c(C(C)n2c(-c3cnccn3)nc3ccccc32)nc2ccccc21 (stereo not drawn)
-0.8,-16,O=C(C[C@@H]1CC[C@H](NC(=O)c2ccc3c(c2)OCO3)[C@@H](CO)O1)NCc1ccc(F)cc1
3.6,-5,CCCCNC(=O)C(NC(=O)c1ccc(-c2ccccc2)cc1)C(=O)c1ccccc1 (stereo not drawn)
-0.1,-2,COC(=O)C[C@H]1N(S(=O)(=O)c2ccc(C)cc2)C(C(C)C)CC1(C(=O)OC)C(=O)OC (stereo partly drawn)
3.0,3,O=C(NC1CCCCC1)C(c1ccccc1)n1c(=O)c(-c2cc3ccccc3[nH]2)nc2ccccc21 (stereo not drawn)
3.8,-2,CO[C@@H]1CN(C)C(=O)c2cc(NC(=O)C3CC3)ccc2OC[C@H](C)N(C(=O)CN2CCOCC2)C[C@@H]1C
7.6,16,CC(C)(C)NC(=O)C(CCc1ccccc1)n1c(=O)c(-c2ccccc2)nc2ccccc21 (stereo not drawn)
1.5,10,COc1ccc(Cn2cc(CN3CCc4onc(-c5ccc(Br)cc5)c4C3=O)nn2)cc1

# Remaining list, next part.
MPTP inh,EBI2 block,canonical_smiles
-2.2,-4,CO[C@@H]1CN(C)C(=O)c2cc(NC(=O)Nc3ccc4c(c3)OCO4)ccc2OC[C@@H](C)N(C)C[C@H]1C
1.0,-7,Nc1sccc1C(=O)NC1CC1
-1.4,4,COC(=O)[C@@]12C[C@@H](CC(=O)N3CCSCC3)C(=O)N(Cc3ccco3)C1=CCC(C)(C)C2
0.7,-4,CC(C)OC(=O)CC(=O)CC(O)c1cccc([N+](=O)[O-])c1 (stereo not drawn)
8.5,-6,Cc1ccc(S(=O)(=O)N[C@H](CO)C(C)C)cc1
-0.2,1,CSCCC(C(=O)NC(C)(C)C)n1c(-c2cccc(NC(C)=O)c2)nc2ccccc21 (stereo not drawn)
1.1,1,COC(=O)C[C@@H]1C=C[C@@H](NC(=O)c2ccc3c(c2)OCO3)[C@@H](CO)O1
-2.1,3,COC(=O)[C@@]12C[C@@H](CC(=O)N3CCCC3)C(=O)N(Cc3cccc4ccccc34)C1=CCC(C)(C)C2
0.1,18,CCCCNC(=O)C1C(c2ccccc2)=Nc2ccccc2N1C(=O)c1ccc2c(c1)OCO2 (stereo not drawn)
-1.0,-2,CCCc1nc2ccccc2n1C(CC)C(=O)NC(C)(C)C (stereo not drawn)
0.2,2,CCc1c(-c2cccc(Br)c2)ncn1Cc1cccc(-c2ccccc2)c1
0.7,15,Nc1sc(Cc2ccccc2)cc1C(=O)c1c(-c2ccccc2)[nH]c2ccccc12
-1.2,-3,CCOC(=O)C1=CCC(c2cc3ccccc3[nH]2)NC1 (stereo not drawn)
0.5,-4,O=C(NCc1ccccc1)C(C1CC1)n1c(-c2cccs2)nc2ccccc21 (stereo not drawn)
0.0,3,COC(=O)[C@@]12C[C@@H](CC(=O)N3CCOCC3)C(=O)N(CCc3ccc(OC)c(OC)c3)C1=CCC(C)(C)C2
0.1,-1,CC1(C(=O)Nc2ccc3c(c2)OCCO3)CN(S(C)(=O)=O)CC(=O)N1CCCn1ccnc1 (stereo not drawn)
-1.1,1,C#CCNC(=O)C[C@@H]1C[C@@]2(C(=O)OCC)CCCC=C2N(Cc2ccccc2)C1=O
16,24,COC(=O)C1(C(=O)OC)C[C@H](/C=C/c2ccccc2)N(Cc2ccccc2OC)[C@@H]1c1cccc(Br)c1
-2.7,11,CCCCOCCCNC(=O)C[C@@H]1C[C@@]2(C(=O)OC)CC(C)(C)CC=C2N(Cc2cccc3ccccc23)C1=O
0.3,-2,CCC(c1nc2ccccc2[nH]1)n1c(-c2cccnc2)nc2ccccc21 (stereo not drawn)

# Full records, quoted from the list:
# `Nc1sc(Cc2ccccc2)cc1C(=O)c1c(-c2ccccc2)[nH]c2ccccc12` reads MPTP inh = 0.7; EBI2 block = 15
# `O=C(NCc1ccccc1)C(C1CC1)n1c(-c2cccs2)nc2ccccc21` (stereo not drawn) reads MPTP inh = 0.5; EBI2 block = -4

# Exported with values under each structure: entries from further up.
# Results follow in this order: MPTP inh | EBI2 block
> COC(=O)[C@@]12C[C@@H](CC(=O)N3CCCC3)C(=O)N(Cc3cccc4ccccc34)C1=CCC(C)(C)C2
    -2.1 | 3
> COC(=O)C[C@@H]1C=C[C@@H](NC(=O)c2ccc3c(c2)OCO3)[C@@H](CO)O1
    1.1 | 1
> COC(=O)C1(C(=O)OC)C[C@H](/C=C/c2ccccc2)N(Cc2ccccc2OC)[C@@H]1c1cccc(Br)c1
    16 | 24
> CC1(C(=O)Nc2ccc3c(c2)OCCO3)CN(S(C)(=O)=O)CC(=O)N1CCCn1ccnc1 (stereo not drawn)
    0.1 | -1
> COC(=O)[C@@]12C[C@@H](CC(=O)N3CCOCC3)C(=O)N(CCc3ccc(OC)c(OC)c3)C1=CCC(C)(C)C2
    0.0 | 3
> CO[C@@H]1CN(C)C(=O)c2cc(NC(=O)Nc3ccc4c(c3)OCO4)ccc2OC[C@@H](C)N(C)C[C@H]1C
    -2.2 | -4
> CCCCNC(=O)C1C(c2ccccc2)=Nc2ccccc2N1C(=O)c1ccc2c(c1)OCO2 (stereo not drawn)
    0.1 | 18

# The list continues:
MPTP inh,EBI2 block,canonical_smiles
0.0,0,O=C(C(O)c1ccccc1)N1CCN(S(=O)(=O)c2ccc(F)c(F)c2)CC1 (stereo not drawn)
-2.1,10,Cc1cccc(C)c1NC(=O)C(c1ccc(C(F)(F)F)cc1)n1c(=O)c(-c2ccco2)nc2ccccc21 (stereo not drawn)
-0.3,-10,O=C(NCc1ccccc1)C1C(=O)Nc2ccccc2C(=O)N1c1ccc2c(c1)OCCO2 (stereo not drawn)
-0.6,-12,CCC(=O)Nc1ccc2c(c1)OC[C@@H](C)N(C(=O)c1ccccn1)C[C@@H](C)[C@@H](OC)CN(C)C2=O
0.1,8,CC(=O)[C@H]1CC[C@@H](c2ccccc2)N(S(=O)(=O)c2ccc(C)cc2)C1
2.5,3,CSCCC(c1nc2ccccc2[nH]1)n1c(=O)c(-c2cc3ccccc3[nH]2)nc2ccccc21 (stereo not drawn)
0.4,-2,COc1ccc(C2=Nc3ccccc3N(C(=O)c3ccncc3)C2C(=O)NC(C)(C)C)cc1 (stereo not drawn)
1.0,9,CCCCCCCCN1C(=O)[C@H](CC(=O)NCC23CC4CC(CC(C4)C2)C3)C[C@@]2(C(=O)OCC)CCC=C12
0.7,0,COCCN1C(=O)CN(S(C)(=O)=O)CC1(C)C(=O)NC(C)C (stereo not drawn)
1.4,-5,CC(C)NC(=O)C1(C)CSCC(=O)N1C1CC1 (stereo not drawn)
2.4,-4,COCCCNC(=O)C[C@@H]1C[C@@]2(C(=O)OC)CCCCC=C2N(Cc2ccc3c(c2)OCO3)C1=O

# Some of the compounds tested, so the mix of outcomes need not match the whole.
